core dimer inh: HCV core protein dimerization inhibition. TR-FRET GST/Flag-core106 dimerization, 1536-well. inhibition, % at 5 µM. actives 0.33% (n = 300,000). AID 1899;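 active means inhibition above the mean of all tested compounds plus 3 SD, set per screening campaign, cut at about 45% in these data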
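Material: Tagged HCV core106 pair (GST and Flag) | Amount: GST-core106 13.5 nM, Flag-core106 17 nM | Medium: KF-containing HEPES buffer, pH 7.45, DTT, CHAPS, BSA | Reagent: Eu donor and XL665 acceptor anti-tag antibodies | Schedule: 4 h at 22.5 °C | Technique: Time-resolved FRET, ex 340 nm, em 617 and 671 nm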
EBNA-1 inh: blocks EBNA-1 binding to DNA. EBNA-1 DNA binding, fluorescence polarization. inhibition, % at 14.8 µM. actives 0.34% (n = 300,000); in the data active means inhibition above about 28%
PP1 counter: counter-screen for PP5 inhibitors: inhibitors of human PP1-alpha; P62136; purified PP1alpha, OMFP fluorescence; inhibition, % at 6.7 µM; actives 0.9% (n = 320,000);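 active means inhibition above the mean inhibition of all tested compounds plus 3 SD, computed separately for each screening campaign, cut at about 15% in these data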
Target sequence (P62136 whole entry, looked up): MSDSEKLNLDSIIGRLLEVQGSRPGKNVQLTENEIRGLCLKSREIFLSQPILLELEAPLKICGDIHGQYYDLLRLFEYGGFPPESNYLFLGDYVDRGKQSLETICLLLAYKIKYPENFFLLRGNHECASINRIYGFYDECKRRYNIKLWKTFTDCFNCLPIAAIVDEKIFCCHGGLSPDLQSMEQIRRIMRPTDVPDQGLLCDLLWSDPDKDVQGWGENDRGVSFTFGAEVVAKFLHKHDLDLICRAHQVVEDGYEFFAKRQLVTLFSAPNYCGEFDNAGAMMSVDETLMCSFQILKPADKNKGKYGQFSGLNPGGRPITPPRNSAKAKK
ZTA counter: ZTA (EBV) inhibition in EBNA-1 counter-screen; ZTA-DNA binding, fluorescence polarization; inhibition, % at 11 µM; actives 0.15% (n = 320,000); AID 2234; in the data active means inhibition above about 33%
Target sequence (P03206 whole entry, looked up): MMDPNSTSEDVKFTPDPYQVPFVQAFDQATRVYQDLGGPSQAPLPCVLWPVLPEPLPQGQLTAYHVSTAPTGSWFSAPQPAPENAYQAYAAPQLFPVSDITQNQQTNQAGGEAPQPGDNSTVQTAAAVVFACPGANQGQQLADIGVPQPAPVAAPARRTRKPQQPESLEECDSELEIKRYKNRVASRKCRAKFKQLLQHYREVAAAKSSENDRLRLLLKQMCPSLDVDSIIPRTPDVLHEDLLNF
JMJD2C inh: inhibitors of human GASC-1 (JMJD2C) demethylase; AID 2099; inhibition, % at 2.35 µM; Q9H3R0; actives 0.069% (n = 330,000); GST-JMJD2C(1-420) H3K9me3 demethylation, DELFIA europium;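 active means more than half of a compound's replicate wells show inhibition beyond 50%, single wells judged on their own value; inconclusive means some, but no more than half, of replicates pass 50% inhibition; inactive means no replicate passes 50% inhibition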;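 further: signal counts dimethyl H3K9 product captured on neutravidin plate; 0% = median of DMSO wells and 100% = 0.3 times that DMSO median; strong numbers were not always called active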
Target sequence (Q9H3R0 1-420 limits assumed): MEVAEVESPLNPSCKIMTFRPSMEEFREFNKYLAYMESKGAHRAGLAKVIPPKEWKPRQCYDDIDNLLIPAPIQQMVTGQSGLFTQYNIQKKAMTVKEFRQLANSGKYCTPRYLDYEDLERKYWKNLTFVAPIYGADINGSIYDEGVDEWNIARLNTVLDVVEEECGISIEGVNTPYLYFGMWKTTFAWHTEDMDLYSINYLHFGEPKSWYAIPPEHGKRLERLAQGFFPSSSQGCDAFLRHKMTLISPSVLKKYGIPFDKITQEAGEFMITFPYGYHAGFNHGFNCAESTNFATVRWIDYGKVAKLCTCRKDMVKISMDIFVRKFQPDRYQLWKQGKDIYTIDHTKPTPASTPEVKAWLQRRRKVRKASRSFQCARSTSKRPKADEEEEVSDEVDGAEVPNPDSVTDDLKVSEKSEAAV
TPT1 inhibitor: inhibitors of Candida albicans tRNA 2'-phosphotransferase TPT1. AID 1962. actives 0.81% (n = 300,000). inhibition, % at 5 µM. recombinant caTPT1, FP RNA substrate dephosphorylation;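 active means inhibition above the mean of all tested compounds plus 3 SD, set per screening campaign, cut at about 24% in these data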;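 further: plate controls were DMSO alone for no effect and ferristatin control at 100 nM for full effect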
Fh CTSL1 inh: blocks F. hepatica cathepsin L1 in PFM18AAP counter-screen; recombinant F. hepatica cathepsin L1, Z-Leu-Arg-MCA fluorescence; inhibition, % at 5.96 µM; actives 0.49% (n = 300,000);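 active means inhibition above the mean of all tested compounds plus 3 SD, set per screening campaign, cut at about 17% in these data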;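 further: 0% = plate median of test compound wells and 100% = 1 µM Z-Phe-Ala-diazomethylketone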
PP5 primary: blocks human protein phosphatase 5 activity | purified PP5c, OMFP substrate fluorescence | inhibition, % at 6.7 µM | actives 0.18% (n = 320,000) | AID 1987;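 active means inhibition above the campaign's mean inhibition across all tested compounds plus 3 SD, cut at about 9.5% in these data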;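 further: 0% = DMSO only and 100% = 100 µM cantharidin control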
Yeast superoxide: lowers age-related superoxide in aged yeast cells | S. cerevisiae aged cells, superoxide DHE fluorescence; hits give low values | superoxide response (% of plate mean), % at 10 µM | actives 0.18% (n = 330,000) | AID 2690;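 active means superoxide response under a set limit, about three screen SD below normal, cut at about 65% in these data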;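 further: yeast aged for seven days with compound at 30 °C before DHE staining; 100% = average MFI of all compound-treated wells on the plate with controls excluded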
Starred values were filed as active, the others as inactive; i = inactive; u = inconclusive; x = not tested or not shown. An unsorted share of the library (roughly 3.1% active in at least one column).

SMILES	core dimer inh	EBNA-1 inh	PP1 counter	ZTA counter	JMJD2C inh	TPT1 inhibitor	Fh CTSL1 inh	PP5 primary	Yeast superoxide
O=C(O)c1cc2c(cc1Cl)N1CCCCCC1=NS2(=O)=O	1	-11	3	-5	-6	-1	0	-2.3	76
O=C(O)C1CC1(c1ccccc1)c1ccccc1 (stereo not drawn)	2	5	1	-7	i	-6	3	-0.7	108
CC(C)CN1CCC(=O)N([C@H](COc2ccccc2)c2ccccc2)CC1	3	0	-1	-8	-1	1	1	0.8	101
Cc1ccc(C(=O)NC2CC(C)(C)NC(C)(C)C2)cc1	-20	-2	0	-11	-1	-4	3	-4.3	84
COc1ccc(C(=O)NCc2nnc(SCC(=O)N3CCC(C)CC3)o2)cc1	0	3	-3	4	-17	1	0	3.1	106
COc1ccc(-n2cnnc2SCC(=O)Nc2cc(S(=O)(=O)N3CCCCC3)ccc2C)cc1	12	12	-5	6	0	3	-4	-0.2	94
N#C/C(=C\c1ccc(OCc2ccccc2)cc1)C(=O)Nc1nc2c(s1)CCN(Cc1ccccc1)C2	14	-5	3	-9	-2	5	-6	3.2	94
CC(C)C(=O)Nc1cccc(S(=O)(=O)c2cccc(NC(=O)C(C)C)c2)c1	1	-8	-3	5	-3	2	0	0.5	93
CC(C)C(=O)Nc1c(C(=O)c2ccc(F)cc2)oc2ccccc12	-7	-7	-3	-17	21	0	0	3.1	127
CC(C)C[C@H]1CN=C(Nc2ccccc2)N1CC1CCCCC1	3	0	5	-5	-2	0	7	-0.1	107
Cc1cc2ccccc2n1CCNC(=O)C1CCCCC1	-1	11	1	0	-28	-3	-2	-0.2	85
CN(C)c1ccc(C2N(C(=O)N3CCOCC3)CCN2S(=O)(=O)c2ccccc2)cc1 (stereo not drawn)	0	3	-2	-6	-10	0	4	-1.4	97
Cc1cc(C)cc(NC(=O)CSc2nnc(-c3ccc(S(=O)(=O)N4CCCC4)cc3)o2)c1	5	1	-4	11	-30	-1	2	-1.9	108
CC(C)(C)C(=O)c1no[n+]([O-])c1/C(=N/O)C(C)(C)C	-2	4	2	2	14	0	3	3.2	91
COc1ccc2cc3c(N)nn(C(=O)C4CCC(C(C)(C)C)CC4)c3nc2c1 (stereo not drawn)	6	7	2	15	14	-2	4	-1.9	96
CN1CCN(CCCCOc2ccccc2C=O)CC1	-8	-4	0	-12	5	-4	2	0.4	86
COc1ccc([C@H]2CC(=O)C=C(c3ccc4c(c3)sc3ccccc34)C2)cc1	x	x	-1	8	3	x	x	-1.3	108
CC(=O)c1c(C)[nH]c(C(=O)NC(C)c2ccccc2)c1C (stereo not drawn)	1	-12	-3	-10	4	-3	-3	-1.1	115
CN(C)S(=O)(=O)c1cccc(C(=O)NCC2CCCO2)c1 (stereo not drawn)	2	4	1	-2	-15	1	-3	-1.2	97
COc1ccccc1OCCCn1cc(C#N)c2ccccc21	7	-1	0	7	-2	2	4	4.6	105
Cc1cc(C)cc(C(=O)NC(CC(N)=O)c2ccc(NC3CCCCCCC3)c([N+](=O)[O-])c2)c1 (stereo not drawn)	-8	-2	1	-19	4	-2	2	1.6	94
CCOC(=O)c1sc(NC(=O)C2CC(=O)N(c3ccccc3C)C2)nc1C (stereo not drawn)	0	7	-2	18	2	2	-1	-2.8	95
COc1ccc(NS(=O)(=O)c2cc(NC(=O)c3ccc(=O)[nH]c3)ccc2N2CCOCC2)cc1	5	-17	-6	1	-6	-7	-5	-1.5	97
COc1cc(NC(=O)COc2ccc(Cl)cc2)ccc1NC(=O)C(C)C	-5	-3	-2	-5	-2	-2	-4	-0.3	108
O=C(CN1C(=O)NC2(CCCC2)C1=O)Nc1ccc(F)cc1	-2	-2	2	6	-4	2	-1	2.6	96
COc1ccc(-n2ccc3ccccc32)cc1	1	7	1	-1	15	-1	1	-0.3	123
CC1(C)NC(=O)N(CC(=O)Nc2nc(-c3ccc(F)cc3)cs2)C1=O	-3	3	-2	6	3	3	1	4.4	106
Cc1cc(C)n(C2CC(=O)N(c3ccc(Cl)c(Cl)c3)C2=O)n1 (stereo not drawn)	1	2	-4	10	-5	1	-3	-0.2	109
CC(=O)NC(Cc1c[nH]c2ccccc12)C(=O)N1CCc2ccccc2C1 (stereo not drawn)	5	4	-4	1	1	-3	-2	0.7	93
CC(C)Oc1ccc(C2CCC(=O)NC2=O)cc1 (stereo not drawn)	4	-1	-6	-9	-1	-5	-4	0.6	101
O=C(CN1CCN(c2ccccc2O)CC1)Nc1ccc2c(c1)CCC2	6	-3	8	4	21	1	-2	0.6	116
CCOc1ccc(NC(=O)CN(C)C(=O)c2ccc(C)o2)cc1OCC	1	4	-3	0	2	-1	7	-0.9	110
O=C1[C@H]2CC3C=CC2(O3)[C@@H]2OCCCN12 (stereo partly drawn)	-1	0	0	14	-2	-4	-4	0.6	100
CCCC(C)n1[nH]c(=O)c2c(C)cc(C)nc21 (stereo not drawn)	-12	2	-2	11	-4	-1	0	1.4	103
Cc1ccc(NC(=O)CN(C)C(=O)CCOc2cccc(C)c2)cc1	-5	-5	1	-13	12	0	-4	1.0	103
COc1ccc(CN2CCNC(=O)C2CC(=O)NC2CCCC2)cc1OC (stereo not drawn)	1	7	-3	-5	-4	-5	1	-1.7	94
O=C(CCCn1c(=S)[nH]c2ccccc2c1=O)N1CCCCC1	1	7	1	18	4	0	-5	-1.4	92
Cc1ccc2c(C)c(C(=O)N3CCN(c4ccncc4)CC3)oc2c1C	-4	7	8	2	0	1	1	0.5	93
O=C(O)CN1C(=O)Nc2ccc(Br)cc2C1c1ccccc1 (stereo not drawn)	-2	9	-2	-21	-4	-6	-1	1.8	107
C#CC(=O)N(c1cc(OC)ccc1OC)C(C(=O)NC1CCCC1)c1cccs1 (stereo not drawn)	9	-4	1	17	0	-3	34*	3.0	95
Cc1cc(C)c(S(C)(=O)=O)c(N(C)NC(=O)c2c(F)cccc2F)n1	3	-8	2	-29	-4	-1	4	-8.6	96
Cc1cc(OCC(=O)NCCN2CCOCC2)cc(C)c1Cl	8	13	1	0	0	4	-3	-1.4	96
Cc1ccc(C)c(OCc2nc(-c3cccnc3)no2)c1	0	5	1	-2	u	-4	-3	2.8	106
CC1(C)CC(CC(=O)O)(c2ccccc2)CCO1 (stereo not drawn)	2	-4	3	2	-7	1	7	0.4	115
Cc1ccc(S(=O)(=O)/N=C(/NC(=S)Nc2ccccc2)c2ccccc2)cc1	6	2	-1	4	u	-1	-3	-1.7	102
COC(=O)c1ccc(OCC(O)CN2CCOCC2)cc1 (stereo not drawn)	-13	-15	-9	-23	4	1	-1	-5.7	110
O=C(CCc1c[nH]c2ccccc12)OCc1cccc(C(F)(F)F)c1	3	10	-1	14	-1	-2	1	0.3	107
CO/N=C\Cc1oc(=O)c(NC(=O)c2ccccc2)cc1C(=O)OC	4	-5	-3	7	-9	8	-3	-1.4	95
Cc1c(OCC(=O)NCC2CCC(C(=O)NCCCO)CC2)ccc2c(-c3ccccc3)cc(=O)oc12 (stereo not drawn)	0	5	-1	4	u	3	-2	-0.5	85
Cc1nn(-c2ccc(F)cc2)c(Cl)c1C(=O)NCC1CCCO1 (stereo not drawn)	x	x	-2	5	-7	x	x	3.0	88
CCCCC(=O)N(Cc1ccc(F)cc1)C1CCS(=O)(=O)C1 (stereo not drawn)	-7	6	-7	-8	1	-1	-4	5.8	98
CCOc1ccc(C(O)Cc2nc3ccccc3n2C)cc1 (stereo not drawn)	3	16	-2	-10	-1	-1	0	0.1	94
Cc1cc(C)nc(SCC(=O)N2CCCCC2)n1	-4	-1	-5	-2	9	-7	-3	-0.1	93
O=C(Cc1ccsc1)NCC(=O)Nc1ccc(F)c(F)c1	0	6	-3	3	-7	-2	1	-0.3	92
O=C(CCCn1c(=S)[nH]c2ccsc2c1=O)Nc1ccc2c(c1)OCO2	4	-9	-1	9	-21	2	2	-2.0	95
COc1ccc(-c2cc(C(F)(F)F)nc(SCC(=O)Nc3cc(C)on3)n2)cc1	10	1	-2	-6	-4	1	6	0.4	104
Cc1ccc(/C=N/n2c(C3CCCCC3)n[nH]c2=S)cc1	-17	4	-3	-9	27	-3	7	3.2	109
Cc1cc(C)cc(NC(=O)N2c3ccccc3NC(=O)CC2C)c1 (stereo not drawn)	-6	-2	-7	5	x	-2	-1	-3.1	102
O=c1c2ccccc2sn1-c1cc(S(=O)(=O)N2CCOCC2)ccc1N1CCCC1	2	4	7	-14	0	1	0	0.6	92

Reformatted in markdown: entries from further up.
| Compound | core dimer inh | EBNA-1 inh | PP1 counter | ZTA counter | JMJD2C inh | TPT1 inhibitor | Fh CTSL1 inh | PP5 primary | Yeast superoxide |
| --- | --- | --- | --- | --- | --- | --- | --- | --- | --- |
| O=C(CCc1c[nH]c2ccccc12)OCc1cccc(C(F)(F)F)c1 | 3 | 10 | -1 | 14 | -1 | -2 | 1 | 0.3 | 107 |
| CO/N=C\Cc1oc(=O)c(NC(=O)c2ccccc2)cc1C(=O)OC | 4 | -5 | -3 | 7 | -9 | 8 | -3 | -1.4 | 95 |
| Cc1c(OCC(=O)NCC2CCC(C(=O)NCCCO)CC2)ccc2c(-c3ccccc3)cc(=O)oc12 (stereo not drawn) | 0 | 5 | -1 | 4 | u | 3 | -2 | -0.5 | 85 |
| Cc1nn(-c2ccc(F)cc2)c(Cl)c1C(=O)NCC1CCCO1 (stereo not drawn) | x | x | -2 | 5 | -7 | x | x | 3.0 | 88 |
| CCCCC(=O)N(Cc1ccc(F)cc1)C1CCS(=O)(=O)C1 (stereo not drawn) | -7 | 6 | -7 | -8 | 1 | -1 | -4 | 5.8 | 98 |
| CCOc1ccc(C(O)Cc2nc3ccccc3n2C)cc1 (stereo not drawn) | 3 | 16 | -2 | -10 | -1 | -1 | 0 | 0.1 | 94 |
| Cc1cc(C)nc(SCC(=O)N2CCCCC2)n1 | -4 | -1 | -5 | -2 | 9 | -7 | -3 | -0.1 | 93 |
| O=C(Cc1ccsc1)NCC(=O)Nc1ccc(F)c(F)c1 | 0 | 6 | -3 | 3 | -7 | -2 | 1 | -0.3 | 92 |
| O=C(CCCn1c(=S)[nH]c2ccsc2c1=O)Nc1ccc2c(c1)OCO2 | 4 | -9 | -1 | 9 | -21 | 2 | 2 | -2.0 | 95 |
| COc1ccc(-c2cc(C(F)(F)F)nc(SCC(=O)Nc3cc(C)on3)n2)cc1 | 10 | 1 | -2 | -6 | -4 | 1 | 6 | 0.4 | 104 |
| Cc1ccc(/C=N/n2c(C3CCCCC3)n[nH]c2=S)cc1 | -17 | 4 | -3 | -9 | 27 | -3 | 7 | 3.2 | 109 |
| Cc1cc(C)cc(NC(=O)N2c3ccccc3NC(=O)CC2C)c1 (stereo not drawn) | -6 | -2 | -7 | 5 | x | -2 | -1 | -3.1 | 102 |
| O=c1c2ccccc2sn1-c1cc(S(=O)(=O)N2CCOCC2)ccc1N1CCCC1 | 2 | 4 | 7 | -14 | 0 | 1 | 0 | 0.6 | 92 |

From PubChem BioAssay
